VP16 counter: VP16 counterscreen qHTS for inhibitors of ROR gamma transcriptional activity | Drosophila S2 Gal4-VP16 UAS-luciferase, luminescence, 20 h | Potency, µM (series often up to 53.6 µM), for the others: at the highest dose activity, negative = inhibition, usual class: inhibitors | hit rate 3.5% among 310,000 | AID 2546, 2010;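 note: Gal4-VP16 expression switched on by copper sulfate through the metallothionein promoter; % is set by controls: 0 for no effect and ±100 for the full control effect; nearly all actives have a fitted effect of over 50% in size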
BRCA1 expr act: qHTS Assay to Identify Small Molecule Activators of BRCA1 Expression. MCF7-BRCA1-FFLuc reporter, luminescence, 48 h; response scale: scaled: vehicle 0%, 10 µM genistein 100%. Potency, µM (series often up to 46.1 µM), inactives show at the highest dose activation, usual class: activators. hit rate 1.1% among 380,000. AID 624202, 2012; note: nearly all actives have a fitted effect of over 80% in size; some results filed as inactive show a strong effect at the top dose
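Luminescence from a BRCA1-driven firefly luciferase in MCF7 cells was read after 48 h compound exposure at 37 C. Data normalized against DMSO and a 10microM genistein activation control, then curve-fitted across the titration.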
Rab9 prom act: qHTS Assay for Rab9 Promoter Activators; Huh7 Rab9 promoter-luciferase reporter, luminescence, 24 h; Potency, µM (doses to about 9.22 µM), for inactives: at the top dose activation, negative = inhibition, hits mostly activators; hit rate 2.8% among 320,000; AID 485297, 2010; note: % of control where 0% means no effect; nearly all actives have a fitted effect of over 60% in size
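Stable Rab9-luc Huh7, 1500 cells/well, 2 h settle; cmpd in DMSO, 24 h, 37 °C/5% CO2; luciferase reagent 10 min RT; luminescence.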
p53 reactivator: qHTS assay for re-activators of p53 using a Luc reporter; hit rate 0.063% among 320,000; H1299 p53-A138V BP100-luciferase reporter, luminescence, 24 h; Potency, µM (highest dose often 92.2 µM), inactives show at the highest dose activity change, positive = activation, usual class: activators; note: % of control where 0% means no effect; nearly all actives have a fitted effect of over 45% in size
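p53-null H1299 cells stably carrying temperature-sensitive p53-A138V and a BP100-luciferase reporter were pinned with compounds (4-point, 1:5 series) and held 24 hrs at 37 deg C. Luminescence was read 10 min after detection reagent.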
RORg inh: qHTS for inhibitors of ROR gamma transcriptional activity | Potency, µM (top dose mostly 53.6 µM), for inactives: top-dose activity change, negative = inhibition, usual class: inhibitors | Nuclear receptor ROR-gamma (Mus musculus), P51450 | Drosophila S2 Gal4-RORgamma UAS-luciferase reporter, 20 h | hit rate 5.4% among 310,000 | AID 2551, 2010; note: % is set by controls: 0 for no effect and ±100 for the full control effect; nearly all actives have a fitted effect of over 60% in size
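ROR gamma transcriptional activity was tracked as Gal4-UAS luciferase output in stably transfected Drosophila Schneider cells, with compound added 1 hr before 700 uM copper sulfate induction and a 20 hr ambient-temperature incubation.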
ELG1 genotoxic: qHTS screen for small molecules that induce genotoxicity in human embryonic kidney (HEK293T) cells expressing luciferase-tagged ELG1; Potency, µM (doses to about 46 µM), inactives show at the highest dose activity change, positive = activation, most hits filed as activators; HEK293T ELG1-luciferase reporter, luminescence, 16 h; AID 504466, 2011; hit rate 1.3% among 330,000; note: % of control where 0% means no effect; nearly all actives have a fitted effect of over 60% in size
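DMSO vehicle served as control against compound-treated ELG1-luciferase HEK293T cells; exposure lasted 16 hr at 37 °C and 5% CO2, followed by ONE-Glo luminescence detection after 30 min.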
uPA generation: qHTS for Inhibitors of Cell Surface uPA Generation | cell surface uPA generation assay, qHTS | Potency, µM (doses to about 38.3 µM), without a hit: at the top dose activity change, negative = inhibition, most hits filed as inhibitors | hit rate 0.31% among 330,000; active = well fitted inhibition curve with a large enough effect; inconclusive = small, poorly fitted or top-dose-only effect; inactive = no such curve, though single readings can be large or run the other way; tested in mouse RAW 264.7 cells; note: % is set by controls: 0 for no effect and ±100 for the full control effect; nearly all actives have a fitted effect of over 55% in size
NPC1 prom act: qHTS Assay for NPC1 Promoter Activators; Huh7 NPC1 promoter luciferase reporter, 24 h; Potency, µM (titrated, usually from 9.22 µM), for inactives: at the highest dose activation, actives largely listed as activators; hit rate 2.4% among 320,000;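 note: % of control where 0% means no effect; nearly all actives have a fitted effect of over 60% in size; reporter is driven by a mutant NPC1 promoter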
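Luciferase expression driven by the NPC1 promoter was measured in stably transfected Huh7 cells after a 24 h compound incubation, using a luciferase reagent and a luminescence read.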
FLuc counter: qHTS profiling assay for firefly luciferase inhibitor/activator using purifed enzyme and Km concentrations of substrates (counterscreen for miR-21 project) | hit rate 6.9% among 360,000 | Luciferin 4-monooxygenase (Photinus pyralis), P08659 | Potency, µM (highest dose often 57.5 µM), for inactives: top-dose activity change, negative = inhibition, usual class: inhibitors | purified FLuc, Km substrates, luminescence inhibition;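 note: plate controls were vehicle for no effect and reference inhibitor for full effect; nearly all actives have a fitted effect of over 55% in size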
Target sequence (P08659 whole entry, looked up): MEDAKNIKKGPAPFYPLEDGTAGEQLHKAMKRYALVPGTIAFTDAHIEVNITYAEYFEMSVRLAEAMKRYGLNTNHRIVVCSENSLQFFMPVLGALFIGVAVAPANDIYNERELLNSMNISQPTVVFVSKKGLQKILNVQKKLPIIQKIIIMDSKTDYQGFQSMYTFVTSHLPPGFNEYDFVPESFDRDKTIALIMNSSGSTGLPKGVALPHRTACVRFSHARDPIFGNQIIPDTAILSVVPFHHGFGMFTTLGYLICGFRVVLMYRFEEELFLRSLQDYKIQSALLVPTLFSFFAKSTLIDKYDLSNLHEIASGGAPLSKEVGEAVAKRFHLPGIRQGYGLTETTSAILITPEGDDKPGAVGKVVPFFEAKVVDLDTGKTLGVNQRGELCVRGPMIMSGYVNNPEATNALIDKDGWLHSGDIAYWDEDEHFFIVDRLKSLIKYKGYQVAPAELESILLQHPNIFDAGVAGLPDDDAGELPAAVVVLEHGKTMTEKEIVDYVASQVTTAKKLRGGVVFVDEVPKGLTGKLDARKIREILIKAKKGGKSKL
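Purified P. pyralis luciferase, 10 nM final, with Km-level 10 uM D-luciferin and 10 uM ATP in 50 mM Tris acetate pH 7.5, 10 mM Mg acetate, 0.01% Tween-20, 0.05% BSA; 6-point qHTS titration about 60 µM downward; luminescence read.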
MBNL1 CUG block: qHTS Assay for Inhibitors of MBNL1-poly(CUG) RNA binding; Muscleblind-like protein 1 (Homo sapiens), Q9NR56; TR-FRET MBNL1-His/biotin-(CUG)12 binding, 665/545 ratio; Potency, µM (series often up to 57.5 µM), for inactives: top-dose activity change, negative = inhibition, most hits filed as inhibitors; hit rate 0.036% among 280,000; AID 2675, 2010; active = well fitted inhibition curve with a large enough effect in the signal ratio, with a control signal flat, not every such curve was filed as active; inconclusive = small, poorly fitted or top-dose-only effect, or effect the other way, or a change in a side signal; inactive = no such curve, though single readings can be large or run the other way; the % refers to the signal ratio; note: % is set by controls: 0 for no effect and ±100 for the full control effect
Target sequence (Q9NR56 whole entry, looked up): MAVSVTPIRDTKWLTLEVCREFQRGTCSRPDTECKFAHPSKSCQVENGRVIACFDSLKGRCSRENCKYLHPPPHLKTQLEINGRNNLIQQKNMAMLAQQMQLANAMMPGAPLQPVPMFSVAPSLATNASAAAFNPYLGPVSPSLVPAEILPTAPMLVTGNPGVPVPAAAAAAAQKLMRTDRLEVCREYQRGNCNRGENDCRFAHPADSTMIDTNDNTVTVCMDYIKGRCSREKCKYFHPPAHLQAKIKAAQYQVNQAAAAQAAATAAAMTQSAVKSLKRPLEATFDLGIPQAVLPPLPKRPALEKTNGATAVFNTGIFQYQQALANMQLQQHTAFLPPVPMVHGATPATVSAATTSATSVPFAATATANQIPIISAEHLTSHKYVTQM
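Compounds (final 92 nM to 58 uM) are added to His-tagged MBNL1 and biotin-(CUG)12, then terbium anti-His antibody and streptavidin-XL665 (5 nM final). After 60 min at room temperature, the 665/545 nm ratio is read.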
Starred values were filed as active, the others as inactive; ? = inconclusive; / = not tested or not shown; & = joins results of further samples; [ ] = remark or other dose. Unless noted, calls come from the whole dose curve; as a rule, active = well fitted curve in the direction sought with a large enough effect; inconclusive = small, poorly fitted or top-dose-only effect, or another doubt; inactive = no such curve, though single readings can be large; an effect the other way counts as inactive or inconclusive. Potency is the fitted concentration of half-maximal effect. This is a random part of the collection, and some 13% of all compounds hit somewhere here.

Each structure is followed by: VP16 counter, FLuc counter, uPA generation, Rab9 prom act, NPC1 prom act, ELG1 genotoxic, RORg inh, MBNL1 CUG block, p53 reactivator, BRCA1 expr act
> CCOc1ccc(NC(=O)Cc2nnc(SCC(=O)N3CCOCC3)n2C)cc1
    2%, -12%, 0%, 0%, 1%, -3%, 5%, -4%, 17%, -93%[inhibitor]
> COc1ccc(N(C(=O)Cc2cccs2)C(C(=O)NC2CCCC2)c2ccncc2)cc1 (stereo not drawn)
    3%, ?, -3%, 5%, 1%, 14%, 2%, -3%, 3%, 2%
> COC(=O)C(Cc1ccc(OC(=O)c2ccc(C(F)(F)F)cc2)cc1)N1Cc2ccccc2C1=O (stereo not drawn)
    -29%, 1%, 4%, ?, ?, 17%, ?, 6%, ?, 11µM*
> O=C1C=C(c2cccc(Br)c2)C[C@@H](c2ccc3c(c2)OCO3)C1
    /, -3%, -3%, -2%, 2%, -5%, /, /, -6%, -3%
> CCOc1ccc(C(=O)Nc2ccc(Cl)cn2)cc1Cl
    ?, 4.8µM*, -11%, 2.5µM*, 2.5µM*, ?, -34%, -5%, 7%, 6.3µM*
> Cc1cc(C)nc(NS(=O)(=O)c2ccc(NC(=S)NC(=O)C(C)(C)C)cc2)n1
    17%, 2%, /, 0%, 1%, 0%, -29%, 0%, -4%, -15%
> CC1Cc2cc(S(=O)(=O)NCCc3ccccc3)ccc2N1C(=O)C1CC1 (stereo not drawn)
    ?, 6%, -19%, -4%, -1%, -2%[9.26 µM], ?, -3%, 8%, 9%
> CNC(=S)N/N=C/c1c(C)c(C(=O)c2ccc(F)cc2)n2ccccc12
    7.9µM*, -4%, -1%, 1%, -1%, 3%, 5µM*, 14%, -2%, -42%
> CCC(=O)Nc1ccc(C(=O)NCc2ccccn2)cc1
    4%, 2%, -10%, -13%, -2%, 3%, -1%, -4%, 4%, -1%
> CCOCc1nnc(NC(=O)c2ccc(NC(C)=O)cc2)s1
    -12%, -15%, -7%, 0%, 0%, 1%, -5%, -4%, -4%, -2%
> CN(C)N1C(N)=C(C#N)C(c2ccc(F)cc2)C2=C1CC(C)(C)CC2=O (stereo not drawn)
    -4%, 0%, 6%, -8%, 1%, -1%, 20%, -1%, -1%, 19%
> COc1ccc(/C=C(/NC(=O)c2ccco2)C(=O)N2CCOCC2)cc1
    -1%, -1%, 0%, -1%, 3%, 2%, -1%, -1%, -3%, -7%
> Cn1c(SCC(=O)NCc2ccco2)nnc1C1CCCC1
    2%, 4%, 3%, 0%, 1%, 6%, -16%, -5%, 8%, 3%
> CCOc1c(C(=O)CC)cc2c(C)cc(=O)oc2c1C
    9%, -12%, 0%, 0%, -2%, -2%, -3%, -2%, 1%, -1%
> C#CCO[C@@H]1C[C@H](n2cnc3c(=O)[nH]c(NC(=O)C(C)C)nc32)O[C@@H]1CO
    5%, 3%, 6%, -14%, -4%, 2%, -19%, -8%, -2%, 7%
> CC(C)N(CCn1c(SCC(=O)Nc2cccnc2Cl)nc2ccccc2c1=O)C(C)C
    /, 8%, 10%, -3%, -8%, 1%, /, /, -1%, -3%
> Cc1ccccc1C(=O)Nc1ccc(C(=O)N/N=C/c2ccc(F)cc2)cc1
    -16%, 6%, -14%, 10%, 8%, -3%, -2%, -9%, 1%, 6%
> CCOc1ccc(NS(=O)(=O)c2ccc(OCC(=O)N3CCCC3)cc2)cc1
    0%, 4%, 6%, -4%, -5%, 0%, 2%, -1%, -1%, 6%
> O=C(CN1CCC(O)(c2ccc3c(c2)OCO3)CC1)N1CCOCC1
    1%, 1%, 8%, 2%, 0%, -7%, -1%, 13%, 2%, -2%
> COc1ccccc1N/N=C/c1c(CO)cnc(C)c1O
    -6%, 13µM*, 1%, -6%, -3%, 8%, 4%, 26%, -5%, -28%
> CC(C)COC(=O)c1nnsc1NC(=O)Nc1ccccc1
    2%, 7%, 5%, -8%, -2%, -8%, 0%, -2%, -4%, -45%
> COc1ccc(C(=O)NCCNc2ccccc2[N+](=O)[O-])cc1
    -27%, 4.8µM*, ?, 0.63µM*, 1.6µM*, 12µM*, -31%, ?, 12%, ?
> COc1ccc(C2(C(=O)Nc3ccc(OC)cc3OC)CCCC2)cc1
    4%, 1%, 3%, 8%, -7%, -12%, 15%, -8%, -3%, -26%
> COC(=O)c1ccc(Nc2c([N+](=O)[O-])c(=O)oc3ccccc23)cc1
    -13%, -13%, -1%, -3%, 0%, -10%, ?, ?, 3%, -53%
> CNC(=O)C1(C(F)(F)F)C/C(=C\CCO)CCCO1 (stereo not drawn)
    14%&-6%, 7%, 3%, 4%, 2%, 1%, 21%&-4%, 3%, /, -8%
> Nc1ccc(NC(=O)CCN2CCOCC2)cc1
    -9%, 0%, 2%, 6%, -1%, 1%, 21%, -5%, ?, -4%
> Cc1ccc(NC(=O)c2cccc(S(=O)(=O)N3CCc4ccccc4C3)c2)nc1
    /, -21%, 5%, -1%, 2%, -4%, /, /, 7%, -31%
> Cc1oc2cc3c(C(=O)N4CCCCC4)c(C)oc3cc2c1C(=O)N1CCCCC1
    ?, 11µM*, ?, ?, 18%, ?, 2µM*, 8%, -4%, 3.2µM*
> CC(C)C(c1nnnn1C1CCCC1)N1c2ccccc2CC1C (stereo not drawn)
    -3%[0.365 µM], 8%, /, -5%, -4%, ?, ?, 4%, 2%, 4%
> COc1ccccc1NC(=O)CSc1ccc(-c2ccco2)nn1
    -8%, ?, -1%, -3%, 1%, -6%, -14%, 14%, -8%, -1%
> CCOc1nc(-c2ccccc2)ccc1-c1noc(COC)n1
    -2%, -11%, 2%, -4%, 0%, -8%, 20%, 9%, -8%, -37%
> O=C1c2ccccc2NC2(CCCC2)N1N=C1CCCC1
    4%, 1%, -3%, 14%, -1%, -2%, 9%, -1%, 5%, -1%
> O=C(Nc1ccccc1Cl)C1CCCN(S(=O)(=O)c2ccc(F)cc2)C1 (stereo not drawn)
    -5%, 0%, /, -14%, 1%, -9%, 5%, -1%, 1%, 15%
> COc1ccc(N2CCN(C(=O)CCc3nc(-c4ccc(C)cc4)no3)CC2)cc1
    10%, -20%, -1%, -2%, -1%, -14%, -3%, 8%, 0%, -15%
> COC(=O)c1nccnc1C(=O)Nc1ccccc1N1CCOCC1
    2%, 4%, 2%, 2%, 2%, 1%, -18%, -4%, 10%, 0%
> COc1cccc(CNC(=O)CCCn2nc(C)c3c(C)n(-c4ccc(C)cc4)nc3c2=O)c1OC
    -8%, -4%&-4%, -2%, -8%, -5%, -5%, 2%, -4%, 3%, -4%
> OC[C@H]1O[C@H](OCCc2ccc(O)cc2)[C@H](O)[C@@H](O)[C@@H]1O
    /, /, 7%, /, /, -1%, /, /, 0%, 29%
> O=C(N/N=C1/CC2CCC1C2)c1cc2ccccc2cc1O (stereo not drawn)
    0.79µM*, 15µM*, 1%, 4%, 16%, -3%, 0.89µM*, 14%, 3%, 6%
> COC(=O)CCCC1=CC2=C(c3ccccc3)C(=O)C(C)(OC(=O)C3CCCC3)C(=O)C2=CN1CC1CC1 (stereo not drawn)
    -8%, -2%, -8%, -9%, -1%, 1%, 30%, ?, 2%, -16%
> O=C(NC1CCCC1)C(c1ccc(Cl)cc1)N1CCc2ccccc21 (stereo not drawn)
    1%, 0%, 16%, 1%, 0%, -4%, -21%, 0%, 4%, -9%
> CN(C)c1ccc(C(=O)OCC(=O)NCCCc2ccccc2)cc1
    6%, -14%, 2%, -2%[1.84 µM], -4%, 1%, -8%, -3%, -2%, 11%
> O=C(CSc1ccccc1)N1CCC(N2CCC(C(=O)N3CCCC3)CC2)CC1
    -10%, -11%, -4%, -1%, -2%, 3%, 6%, 15%, 7%, 0%
> COC(=O)C1=C(C)n2cnnc2NC1c1ccc(Cl)cc1 (stereo not drawn)
    -1%, -2%, -7%, -2%, -2%, -2%, 41%, ?, 1%, 0%
> CCNC(=O)NC(=O)CSc1ccc2ccccc2c1
    -14%, -3%, 2%, -3%, -3%, -7%, 39%, -4%, -2%, 3%
> COc1ccccc1NC(=O)Cn1nc(-c2ccc(Cl)cc2)c2ccccc2c1=O
    12%, -12%, -3%, 7%, 8%, -1%, ?, 0%, 4%, -43%
> Cc1[nH]c2ccc(C(=O)NCC(C)(C)N3CCOCC3)cc2c1C
    -4%, 3%, 5%, 2%, -1%, 1%, -15%, -6%, 4%, 0%
> CCCCC(=O)Nc1ccc(C(=O)Nc2ccc(S(=O)(=O)Nc3ccc(C)cc3)cc2)cc1
    11µM*, 8%, 2%, -20%, -4%, 2%, ?, /, -4%, -5%
> CCOc1ccccc1NC(=O)/C(C#N)=C/c1c(C)nn(-c2ccccc2)c1Cl
    -21%, 4%, -7%, -1%, -1%, -4%, 20%, /, -6%, -15%
> CC(C)c1nnc(N2C(=O)C(O)=C(C(=O)c3cccs3)C2c2ccccc2)s1 (stereo not drawn)
    1%, ?, 4%, 28%, 8%, 11%, -17%, 21%, 2%, -22%
